Source: PubChem BioAssay (several laboratories)
OX1R antag: human HCRTR1 antagonism; O43613; CHO/OX1R cells, Fluo-8 calcium fluorescence, orexin A; inhibition, % at 5 µM; hit rate 0.43% among 330,000; AID 434989;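 active = inhibition above its plate's threshold, mean inhibition of all tested compounds on the plate plus 3 SD, cut at about 37% in these data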;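 also: 0% = orexin A challenge wells and 100% = SB-334867-A antagonist wells; not every result past the cut was called active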
Target sequence (O43613 whole entry, looked up): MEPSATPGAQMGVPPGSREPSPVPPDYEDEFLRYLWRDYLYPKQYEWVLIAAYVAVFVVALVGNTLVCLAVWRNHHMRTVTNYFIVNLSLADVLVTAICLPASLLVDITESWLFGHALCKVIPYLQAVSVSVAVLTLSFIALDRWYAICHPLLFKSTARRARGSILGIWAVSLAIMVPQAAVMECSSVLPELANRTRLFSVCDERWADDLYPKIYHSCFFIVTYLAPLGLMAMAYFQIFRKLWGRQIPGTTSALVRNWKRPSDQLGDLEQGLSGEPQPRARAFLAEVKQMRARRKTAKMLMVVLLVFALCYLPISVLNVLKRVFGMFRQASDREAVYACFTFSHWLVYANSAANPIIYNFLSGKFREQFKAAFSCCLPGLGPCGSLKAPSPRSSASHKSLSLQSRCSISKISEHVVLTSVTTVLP
CHT PAM: human CHT allosteric activation. Q9GZV3. B-score at 10 µM. CHT-expressing cells, membrane potential dye, choline EC20; active compounds read high; LV-AA mutant CHT in HEK293 cells. hit rate 0.49% among 310,000;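 active = initial fluorescence not abnormally high and integrated response B-score, plate-corrected, over 3 SD above library mean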
Target sequence (Q9GZV3 whole entry, looked up): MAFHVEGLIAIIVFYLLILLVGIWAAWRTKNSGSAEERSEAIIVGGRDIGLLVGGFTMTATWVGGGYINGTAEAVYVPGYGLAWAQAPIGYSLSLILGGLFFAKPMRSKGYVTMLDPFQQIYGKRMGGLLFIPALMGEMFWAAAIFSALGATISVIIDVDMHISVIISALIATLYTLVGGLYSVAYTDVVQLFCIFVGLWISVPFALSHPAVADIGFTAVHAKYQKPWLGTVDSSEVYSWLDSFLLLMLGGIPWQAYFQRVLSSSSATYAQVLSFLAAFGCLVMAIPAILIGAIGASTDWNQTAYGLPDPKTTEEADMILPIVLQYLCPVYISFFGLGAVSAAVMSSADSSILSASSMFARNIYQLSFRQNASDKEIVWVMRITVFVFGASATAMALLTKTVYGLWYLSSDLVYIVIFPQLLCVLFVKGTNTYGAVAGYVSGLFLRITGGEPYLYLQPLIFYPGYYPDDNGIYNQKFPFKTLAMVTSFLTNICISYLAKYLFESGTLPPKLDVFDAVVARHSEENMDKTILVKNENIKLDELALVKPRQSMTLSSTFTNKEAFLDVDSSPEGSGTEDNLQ
* marks the source's active call; other numbers are inactive results; i = inactive; x = no result given. The order is random; about 0.83% have a hit in one of these screens.

A first look:
SMILES	OX1R antag	CHT PAM
CCOc1ccccc1C(=O)NCC(=O)NCC(c1ccc(OC)cc1)N1CCOCC1 (stereo not drawn)	-41.3	i
CCOC(=O)C1=C(C)Nc2ccccc2S1	-14.6	i

Results, previewed entries included:
SMILES	OX1R antag	CHT PAM
CCOc1ccccc1C(=O)NCC(=O)NCC(c1ccc(OC)cc1)N1CCOCC1 (stereo not drawn)	-41.3	i
CCOC(=O)C1=C(C)Nc2ccccc2S1	-14.6	i
O=C(CSc1n[nH]c(-c2ccc(S(=O)(=O)N3CCCCC3)cc2)n1)Nc1nccs1	2.3	i
Cc1ccc2nc(NC(=O)C3CCCN(S(=O)(=O)c4cccnc4)C3)sc2c1 (stereo not drawn)	-10.6	i
O=C(COc1ccc([N+](=O)[O-])cc1)Nc1cc(C(=O)O)cc(C(=O)O)c1	4.9	i
CCOCCn1c(SC)nc2c1c(=O)[nH]c(=O)n2C	-12.6	i
N#Cc1ccc(-c2ccc(C3Nc4ccccc4C(=O)N3O)o2)cc1 (stereo not drawn)	0.5	x
O=C(Nc1ccccn1)c1sc2cc([N+](=O)[O-])ccc2c1Cl	-10.7	i
COC(=O)c1ccccc1NC(=O)Nc1ccc(Cl)cn1	-5.5	i
CCCNC(=O)c1cc(S(=O)(=O)N2CCc3ccccc32)cn1C	-22.5	i
CCCOC(=O)c1cc(NC(=O)/C=C/c2ccccc2)ccc1O	-24.3	i
COc1ccc(-c2nc(CN3CCN(Cc4ccccc4)CC3)c(C)o2)cc1	-28.1	i
CC(=O)NS(=O)(=O)c1ccc(NC(=O)c2ccc3c(c2)C(=O)N(CCC(C)C)C3=O)cc1	13.5	i
CC(C)CN1CCN(C(=O)CCc2nnc(Cc3c[nH]c4ccccc34)o2)[C@@H](C)C1=O	x	i
CCc1ccc(NC(=O)C2CCN(S(=O)(=O)c3ccc4c(c3)CC(C)N4C(C)=O)CC2)cc1 (stereo not drawn)	-15.4	i
CC(C)CNC(=S)N1CCC(Cc2ccccc2)CC1	x	i
CN(CC(=O)Nc1cccc(F)c1)C(=O)CCCc1nc2ccccc2c(=O)[nH]1	-6.1	i
Cc1cc(-c2csc(NC(=O)c3ccc(C#N)cc3)n2)c(C)n1Cc1ccccc1	-12.3	i
COc1ccc(/C=C2\SC(N3CCCCC3)=NC2=O)cc1	-20.0	i
COC(=O)c1ccccc1NC(=O)CCS(=O)(=O)c1cc2c(cc1C)NC(=O)CO2	-37.3	i
CN(C)C(/C=C/Nc1ccc([N+](=O)[O-])cc1)=C(C#N)C#N	-4.4	7.08*
O=C(Nc1nccs1)c1cccc(S(=O)(=O)N2CCCCC2)c1	-23.8	i
Cc1ccc(S(=O)(=O)c2nc(S(C)(=O)=O)sc2N2CCN(C)CC2)cc1	-22.2	i
CCCCN(c1ccccc1)c1ncnc2nc[nH]c12	-15.3	i
NNC(=O)CNC(=O)c1ccc(F)cc1	-12.7	i
CN1CCN(C(=O)c2ccccc2Nc2ccc(SC(F)F)cc2)CC1	-12.2	i
Cc1nc(NC(=O)/C=C/c2ccco2)sc1C	-4.0	i
CN(CC(=O)N1CCN(Cc2ccccc2)CC1)C(=O)Cc1cccc2ccccc12	-30.3	x
COc1ccc(C(=O)Oc2ccc(/C=N/O)cc2)cc1	-12.8	i
CC(=O)NC(CCS(C)(=O)=O)C(=O)Nc1cccc2ccccc12 (stereo not drawn)	-5.3	i
Cn1c(SCC(=O)OC2CCCCC2)nnc1-c1ccc(S(=O)(=O)N2CCCC2)cc1	-29.6	i
CN1CCCCCC1=Nc1ccc([N+](=O)[O-])cc1	0.9	i
CCOc1ccc(NC(=O)CCC(=O)NNC(=O)c2ccco2)cc1	1.9	i
CC(=O)NO	-15.9	i
CCOC(=O)[C@H]1CCC[C@@H](NS(=O)(=O)c2ccc(NC(C)=O)cc2)C1	-10.6	i
CCOCCCNC(=O)c1cc2c(s1)-c1ccccc1SC2	-27.8	i
COc1nc(-c2ccccc2)ccc1-c1noc(-c2cccs2)n1	-1.8	i
O=C(Nc1nncs1)c1cccc(S(=O)(=O)N2CCCC2)c1	-11.7	i
O=C(Nc1ccc(O)c(-c2nc3ccccc3s2)c1)c1cc(=O)c2ccccc2o1	-9.0	i
COc1cccc(C(=O)NCC2CCCN(C(=O)c3ccc(C=O)cc3)C2)c1OC (stereo not drawn)	-4.4	i
CC(=O)Nc1ccc(OCC(O)Cn2c(C(C)C)nc3ccccc32)cc1 (stereo not drawn)	-14.5	i
COc1ccc(Br)cc1S(=O)(=O)Nc1ncccc1C	-20.5	i
CCOC(=O)C(=O)N/N=C/c1ccc(F)cc1	-15.1	i
COc1ccccc1CN1CC(C(=O)N(C)Cc2nc(C)cs2)CCC1=O (stereo not drawn)	-6.5	i
CCc1ccc(NC(=O)c2ccc(S(=O)(=O)NCc3cccnc3)cc2)cc1	-1.2	i
CCOc1ccc(C(=O)Nc2cccc3cccnc23)cc1	65.8*	i
CCSc1nnc(NC(=O)CSc2nc3c(c(=O)n2CC)SC(C)C3)s1 (stereo not drawn)	-33.0	i
COCCn1c(-c2cccc([N+](=O)[O-])c2)nc2c1c(=O)[nH]c(=O)n2Cc1ccccc1	-38.0	i
Cc1c(C(=O)N(C)Cc2ccccc2)oc2ccc(S(=O)(=O)N3CCCC3)cc12	-17.5	i
COc1ccccc1C(=O)NC(=O)Nc1nc(-c2ccccc2)cc(C(F)(F)F)n1	-21.8	i
The listing continues.
SMILES	OX1R antag	CHT PAM
CC(C)[C@H](NC(=O)c1ccccc1F)C(=O)Nc1ccc2c(c1)OCO2	-18.4	x
CCOc1ccccc1N1CCN(C(=O)c2cc(-c3cccnc3)nc3c(Cl)cccc23)CC1	-26.7	i
O=C(CN1C(=O)NC2(CCCC2)C1=O)NCC1CCCO1 (stereo not drawn)	-10.8	i
C[C@H](NC(=O)C1CC(=O)N(c2ccc3c(c2)OCO3)C1)C(=O)NC1CCCCC1 (stereo partly drawn)	-12.6	i
CCCCNc1nc(-c2ccccc2)nc(-n2ccnc2)n1	-23.1	i
CCN1CCN(C(=S)Nc2ccc3nc(N4CCN(CC)CC4)cc(C)c3c2)CC1	-13.7	i
COCCCNC(=O)Cn1cc(C(=O)C2CC2)c2ccccc21	-7.9	i
Cc1cccc(-c2nc(C#N)c(N3CCC(C)CC3)o2)c1	x	i
NC(=O)C1CCN(C(=O)c2ccc(-c3ccccc3)cc2)CC1	13.3	i
O=C(NCc1ccco1)c1ccc(N2CCCCC2)c([N+](=O)[O-])c1	-11.1	i
Cc1ccccc1-c1noc(N)c1C#N	-32.9	i
O=C(Nc1ccc(CN2CCOCC2)cc1)c1cccc(F)c1	-7.1	i
CC(C)[C@H]1CN=C2N(C[C@H](C)NC(=O)CCC3CCCCC3)[C@H](Cc3ccc(O)cc3)CN21	-25.7	i
COc1nc(OC)nc(Oc2ccc(Cl)cc2[N+](=O)[O-])n1	-9.6	i
COc1ccc(/C=C/c2c(-c3ccc(OC)cc3)sc3cc(OC)c(OC)cc23)cc1	-24.2	x
Cc1cc(C)c(S(=O)(=O)Nc2ccc3[nH]c(=O)[nH]c3c2)c(C)c1	-9.0	i
CC(Sc1nc(N)cc(N)n1)C(=O)Nc1ccc(N2CCOCC2)cc1 (stereo not drawn)	-9.7	x
CN(C(=S)NC1=CCS(=O)(=O)C1)C1CCCCC1	-2.6	i
C[C@H](CO)N1C[C@H](C)[C@@H](CN(C)S(=O)(=O)c2ccccc2)Oc2ccc(NC(=O)Cc3ccccc3)cc2C1=O	-14.0	x
COc1ccc(C(=O)COC(=O)C(O)c2ccccc2)c(OC)c1 (stereo not drawn)	-12.4	x
C/C=C/c1ccc(Oc2nnnn2-c2ccc(C(N)=O)cc2)c(OC)c1	-14.6	i
O=C(c1ccccc1)C1C(=O)c2ccccc2C1=O	-8.8	i
CCOc1ccc(NC(=O)c2nn(-c3ccc(OC)cc3OC)c(=O)c3ccccc23)cc1	-13.0	i
Cc1cccc(N/C=C/c2onc(C)c2[N+](=O)[O-])c1	-10.1	i
COc1ccc(-c2nc(=S)n3ccsc3n2)cc1OC	-3.4	i
CC1(C)CC(=O)C(C=Nc2ccccc2C(=O)O)=C(O)C1	-4.4	i
COc1ccc(NC(=O)CSc2ncnc3c2cnn3Cc2ccccc2)cc1OC	-7.2	i
COc1ccc(NC(=O)CN2CCC(C)CC2)cc1	-17.5	i
COc1ccccc1CNC(=O)COC(=O)C1CCN(c2ccc(C(F)(F)F)cn2)CC1	-31.8	i
COc1ccc(CNC(=O)CN2C(=O)CSc3ccc(S(=O)(=O)N4CCOCC4)cc32)cc1	-1.5	i
CCN(CC)S(=O)(=O)c1ccc(NC(=O)CSc2nnc(-c3ccc(F)cc3)o2)cc1	-19.5	i
Cc1ccc(-c2[nH]ncc2C(=O)c2ccc(Br)cc2)c(O)c1	-2.0	i
COc1ccc2c(c1)c(CC(=O)OCC(=O)O)c(C)n2C(=O)c1ccc(Cl)cc1	4.3	i
O=[N+]([O-])c1ccc2[nH]c(O)c(N=NC3CCS(=O)(=O)C3)c2c1 (stereo not drawn)	0.8	i
O=C(NCC1CCN(c2ccc(S(=O)(=O)N3CCOCC3)cc2)CC1)Nc1ccccc1F	-10.2	i
CNC(=S)N1CCN(c2nc(-c3ccc(Cl)cc3)cs2)CC1	-8.5	i
CC(NC(=O)/C(C#N)=C1\N=C(NC(=O)c2cccs2)c2ccccc21)c1ccccc1 (stereo not drawn)	-2.8	i
CCOC(=O)C1CCCN(C(=S)Nc2ccc(F)cc2)C1 (stereo not drawn)	-17.1	i
CC(C)(CNS(=O)(=O)c1cccs1)N1CCOCC1	-10.2	x
CN(CC(=O)Nc1cccc(F)c1)C(=O)c1cccc(N2C(=O)CCC2=O)c1	-6.4	x

Full records, quoted from the list:
O=[N+]([O-])c1ccc2[nH]c(O)c(N=NC3CCS(=O)(=O)C3)c2c1 (stereo not drawn) is listed as OX1R antag: 0.8; CHT PAM: i
CNC(=S)N1CCN(c2nc(-c3ccc(Cl)cc3)cs2)CC1 is listed as OX1R antag: -8.5; CHT PAM: i
CC(NC(=O)/C(C#N)=C1\N=C(NC(=O)c2cccs2)c2ccccc21)c1ccccc1 (stereo not drawn) is listed as OX1R antag: -2.8; CHT PAM: i

Continued:
SMILES	OX1R antag	CHT PAM
Cc1nc2cc(Nc3nnc(-c4ccccc4)c4ccccc34)ccc2n1C	-26.0	i
COc1ccc(C)cc1NS(=O)(=O)c1ccc2c(c1)N(C(C)=O)CCO2	-23.1	i
COC(=O)C1=C(C(=O)OC)C2(OC1c1ccccc1C)C(=O)c1ccccc1C2=O (stereo not drawn)	-26.5	i
CCCCCCn1c(COc2ccccc2F)nnc1SCC(=O)c1c(N)n(C)c(=O)n(C)c1=O	-16.7	i
COc1ccc(OC)c(NC(=S)N2CCN(C(=O)C3CCCO3)CC2)c1 (stereo not drawn)	x	i
O=C(NCCCCNC(=O)c1ccccc1Cl)c1ccccc1Cl	-11.6	i
O=C(c1ccccc1)c1ccc(OCC(O)CNCc2ccc(F)cc2)cc1 (stereo not drawn)	x	i
NC(=O)CC[C@H](NC(=O)c1ccc(F)cc1)C(=O)OCC(=O)NCc1ccc2c(c1)OCO2	-8.7	x
Cc1cc(C(=O)NNC(=S)NCC(C)C)no1	1.6	i
O=C(NNC1=Nc2cc([N+](=O)[O-])ccc2OC1)c1ccccc1Cl	-13.0	i
C/C(=N\S(=O)(=O)c1ccc(C)cc1)N1CCN(S(=O)(=O)c2ccccc2)C1	-12.4	i
CCN1N=C(c2cc(Cl)sc2Cl)CSC1=O	-15.4	i
O=C1c2cccnc2C(=O)N1CNc1ccc(Cl)cc1	7.6	i
CC1(C)CC(=O)c2cc(O)ccc2O1	-12.3	i
O=C(CN1C(=O)CC(c2ccccc2)S(=O)(=O)c2ccccc21)NC1CCCC1 (stereo not drawn)	-15.0	i
N#Cc1cccc(Cn2cc(C(F)(F)F)ccc2=O)c1	-21.6	i
CCCn1c(NC(=O)C2CCN(S(=O)(=O)c3cccs3)CC2)nc2ccccc21	-5.2	i
COC(=O)CSc1nnc(-c2ccc(S(=O)(=O)NCc3ccccc3Cl)cc2)o1	26.1	i
Cc1ccc(-n2ncc(C(=O)NCc3ccc4c(c3)OCO4)c2NC(=O)c2ccco2)cc1C	-15.1	i
Cc1ccc(CSc2nc3c(cc2C#N)CCC3)cc1	-12.3	i
O=C(CN1CCN(c2ccccc2)CC1)Nc1nccs1	-4.1	i
Cn1c(=O)n(/N=C/c2ccccc2)c2ccccc21	-14.7	i
O=C(Nc1ccc(F)cc1)N1CCCN(c2ccc(C(F)(F)F)cn2)CC1	-8.8	i
COCCSc1nnc(NC(=O)C2CCCO2)s1 (stereo not drawn)	-6.0	i
CN(C)CCN(Cc1ccccc1)c1ccccn1	-4.9	i
Cc1ccc(C)c(NC(=O)c2ccc3ccccc3n2)c1	-19.8	i
Cc1ccc(-c2nnc(CSc3nnc(COc4ccccc4)n3-c3ccc(C)cc3)o2)cc1	-23.6	i
Cc1c(N2C(=O)/C(=C/c3ccccc3)SC2=S)c(=O)n(-c2ccccc2)n1C	-15.9	i
Cc1ccc(S(=O)(=O)N2CCN(c3nn(C)c(=O)n(C)c3=O)CC2)cc1C	-23.1	x
CCN(Cc1ccccc1)C(=O)c1cc(-c2ccc(OC)c(OC)c2)nc2ccccc12	-3.2	i
Cc1ccc(/C=C2\SC(=S)N(CCC(=O)NNS(=O)(=O)c3ccc(C)cc3)C2=O)cc1	-11.3	i
Cn1c(=O)n(C)c2cc(S(=O)(=O)NCCOCCO)ccc21	-17.0	i
N#CC(C(N)=O)=C1CCCCC1	-3.2	i
CN(C)Cc1c(C(=O)N/N=C/c2ccco2)nnn1-c1nonc1N	-13.9	i
CCn1c(SCC(=O)NC2CCCC2)nnc1-c1c[nH]c2ccccc12	-10.6	i
COC(=O)CNC(c1ccccc1)c1cc(Br)ccc1N (stereo not drawn)	-31.9	i
